# KOR beta-arrestin-1: KOR agonists, beta-arrestin recruitment, primary screen, cell-based, luminescence, uHTS (AID 1777). Kappa-type opioid receptor (Homo sapiens). KOR beta-arrestin recruitment, luminescence; higher % means a stronger effect. activation, % at 10 µM; hits with a dose series show EC50 in µM. 280,000 tested, 0.02% active; in the data active means activation above about 50%, passing the limit was not always enough; further: a part of the inactive calls stands beside numbers as strong as those of hits
# HIV fusion peptide: inhibitors of HIV fusion peptide binding, primary screen, biochemical, uHTS, fluorescence dequenching (AID 1986) | 290,000 tested, 0.3% active | cell-free peptide binding, fluorescence dequenching, 30 min; higher % means a stronger effect | inhibition, % at 20 µM; hits with a dose series show IC50 in µM; in the data active means inhibition mostly above about 52%, no sharp cut-off; inactive means mostly below about 76%; further: some results filed as inactive read as strong as hits
# GPR55 LPI antagonism: GPR55 antagonists blocking LPI-driven arrestin recruitment, primary screen, imaging, U2OS, beta-arrestin-GFP, LPI agonist (AID 2013); G-protein coupled receptor 55 (Homo sapiens); U2OS GPR55 beta-arrestin-GFP translocation imaging, LPI antagonism; higher % means a stronger effect; inhibition, % at 10 µM; hits with a dose series show IC50 in µM; 290,000 tested, 0.13% active;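 active means spots per cell inhibited over 60%, with over 100 cells counted and total cytoplasm intensity under 500,000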;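 further: U2OS cells stably carrying GPR55 and arrestin-GFP stimulated by 5 µM LPI near EC80; imaged beta-arrestin-GFP aggregate spots per cell after agonist stimulation; plate controls were LPI-stimulated DMSO wells for no effect and DMSO wells without LPI for full effect; some results filed as inactive read as strong as hits; confirmed hits need IC50 under 10 µM and bright autofluorescent wells are also inconclusive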
# GPR55 activation: GPR55 agonists via beta-arrestin recruitment, primary screen, imaging, U2OS cells, beta-arrestin-GFP redistribution (AID 1961) | U2OS GPR55 beta-arrestin-GFP redistribution imaging; higher % means a stronger effect | 290,000 tested, 0.048% active | G-protein coupled receptor 55 (Homo sapiens) | activation, % at 10 µM, or EC50 in µM where a hit was titrated;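 active means activation above 40% with more than 50 cells counted in the well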;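 further: U2OS osteosarcoma cells stably expressing GPR55 and beta-arrestin-GFP; plate controls were DMSO negative control for no effect and LPI positive control for full effect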
# NOD2 inhibition: NOD2 signaling inhibitors, cell-based, luminescence, uHTS, HEK293 (AID 1566). 290,000 tested, 0.63% active. HEK293 NOD2/NF-kB luciferase reporter, luminescence; higher % means a stronger effect. inhibition, % at 4 µM; hits with a dose series show EC50 in µM; further: many of its hits are not listed in these tables
# SV40 large T antigen: SV40 large T antigen inhibitors, biochemical (AID 1903) | SV40 large T antigen ATPase/helicase inhibition assay; higher % means a stronger effect | one-dose inhibition, % at 20 µM; IC50 in µM for titrated hits | 310,000 tested, 0.39% active; in the data active means a potency from the dose series; further: strong numbers were not always called active
# Rac1 GTP hydrolysis: MgcRacGAP GTPase-activating activity inhibitors, confirmation, biochemical, ADP Hunter fluorescence | AID 624330, 2012 | 340,000 tested, 0.6% active | inhibition, % at 30 µM; hits with a dose series show IC50 in µM | MgcRacGAP-stimulated Rac1 GTP hydrolysis, ADP Hunter fluorescence; higher % means a stronger effect; GST-tagged Rac1 F28L mutant substrate;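 active means first-screen hits whose inhibition reached a set limit at any dose in the follow-up dose series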;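 further: fluorescence reports GDP produced by GAP-driven GTP hydrolysis; strong numbers were not always called active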
# NOD1 inhibition: NOD1 signaling inhibitors, primary screen, cell-based, luminescence, uHTS (AID 1578); NOD1-driven NF-kB luciferase reporter cells, luminescence; higher % means a stronger effect; inhibition, % at 4 µM, or EC50 in µM where a hit was titrated; 290,000 tested, 1% active; in the data active means inhibition mostly above about 36%, no sharp cut-off; inactive means mostly below about 34%;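 further: HEK-293T reporter cells stimulated with the NOD1 agonist gamma-tri-DAP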
# KOR beta-arrestin-2: KOR antagonists, beta-arrestin recruitment, cell-based, luminescence, uHTS (AID 1778); Kappa-type opioid receptor (Homo sapiens); KOR beta-arrestin recruitment, luminescence, antagonist mode; higher % means a stronger effect; inhibition, % at 10 µM, or IC50 in µM where a hit was titrated; 290,000 tested, 0.091% active; further: strong numbers were not always called active
# Starred values were filed as active, the others as inactive; · = not tested or not shown; [ ] = another dose, or the depositor's remark. Unless noted, no stated cut-off is given here; in the data, active means inhibition above about 50%; inactive means the rest. Not all compounds are listed. The share of hits here may be higher or lower than overall.
no.	Structure	NOD1 inhibition	KOR beta-arrestin-1	GPR55 LPI antagonism	GPR55 activation	NOD2 inhibition	HIV fusion peptide	KOR beta-arrestin-2	SV40 large T antigen	Rac1 GTP hydrolysis
1	COc1cc(NC(=O)c2cc(Cl)nnc2Cl)cc(OC)c1OC	-12%	2.4%	-3%	-0.3%	13%	-0.9%	-22%	-4%	8%
2	CN(/C=C/C(=O)C(F)(F)C(F)(F)F)Cc1ccccc1	-20%	-1.2%	12%	1.1%	4%	-0.3%	-26%	5%	2%
3	CCN1CCc2c(sc(N)c2C#N)C1	-22%	-1.2%	-3%	-0.1%	8%	20%	12%	11%	12%
4	Cc1cc(C)c(-n2c(O)c(C=NCCN3CCOCC3)c(=O)[nH]c2=O)c(C)c1	-2%	1.6%	15%	0.1%	0%	-0.1%	-10%	3%	14%
5	CN(C)c1ccc(C(=S)Nc2ccccc2)cc1	-14%	9.9%	12%	-0.3%	-23%	-2.5%	6%	8%	-13%
6	Cc1nnc(NC(=O)c2ccc(-c3cccc(C(F)(F)F)c3)o2)s1	-30%	-4.0%	-1%	-0.1%	0%	1.8%	-1%	5%	5%
7	c1ccc(-c2noc(CC3CCCCC3)n2)nc1	-26%	-1.2%	10%	0.3%	-106%	0.1%	-22%	7%	-2%
8	O=S(=O)(/C=C/c1ccccc1)N1CCN(c2ccccc2)CC1	-18%	2.8%	4%	0.0%	0%	-1.8%	25%	19%	3%
9	CN(CC(=O)Nc1ccccc1C(F)(F)F)C(=O)COc1ncnc2ccccc12	-46%	-0.9%	-3%	0.4%	-12%	0.8%	7%	-16%	9%
10	CCC1=C(OC(=O)N(CC)CC)N2C(=O)OC(=NCC(=O)OC)[C@]2(C)[C@H]2C1=CC[C@H]1C(=O)N(C)C(=O)[C@H]12	-4%	2.2%	9%	-0.1%	6%	-0.1%	20%	10%	7%
11	COc1ccc(-n2c(C)nc3sc4c(c3c2=O)CCC4)cc1	-11%	1.2%	8%	-0.7%	2%	7.0%	-3%	7%	·
12	CCC(C)NC(=O)c1ccccc1NC(=O)CN1C(=O)c2ccccc2S1(=O)=O (stereo not drawn)	33%	1.6%	-13%	-0.3%	2%	2.0%	-34%	-1%	5%
13	Cc1cc(C)nc(SCc2nnc(SCC(=O)Nc3c(C)cccc3C)o2)n1	-14%	-3.9%	-3%	0.1%	21%	2.7%	-9%	5%	15%
14	CC(C)c1ccc(CN(C(=O)/C=C/c2ccco2)C2CCS(=O)(=O)C2)cc1 (stereo not drawn)	-11%	4.2%	13%	0.2%	4%	9.5%	13%	28%	14%
15	COc1ccc(CCNC(=O)Cn2c(=O)oc3ccccc32)cc1OC	0%	-0.4%	18%	-0.1%	12%	-1.6%	9%	7%	2%
16	CCOC(=O)c1cc(-c2cccc([N+](=O)[O-])c2)nc2[nH]c(=O)[nH]c(=O)c12	2%	-0.8%	3%	0.1%	15%	-1.5%	-31%	9%	3%
17	O=C(NC(=S)NCCN1CCOCC1)c1ccccc1Cl	11%	1.3%	8%	0.2%	16%	-2.0%	10%	10%	2%
18	Cc1ccc(NC(=O)C2CC(=O)n3c(nc4ccccc43)N2)cc1 (stereo not drawn)	-4%	2.5%	18%	-0.1%	-12%	0.4%	-16%	12%	4%
19	O=C1CCN(C(=O)c2ccc(Cl)cc2)N1	-2%	-1.1%	6%	-0.3%	4%	-2.6%	-2%	6%	7%
20	COc1ccc(NC(=O)CCNS(=O)(=O)c2ccc3c(c2)CC(C)N3C(C)=O)cc1 (stereo not drawn)	21%	5.5%	-18%	-0.3%	-6%	0.1%	-25%	11%	9%
21	CCCC1(CCC)NC(=O)NC1=O	1%	-0.8%	11%	-0.1%	18%	1.4%	-11%	-7%	9%
22	Cn1c(N2C(=O)CC(Cc3ccccc3)C2=O)nc2ccccc21 (stereo not drawn)	-29%	-3.8%	4%	0.4%	-5%	3.2%	-9%	4%	5%
23	CCOC(=O)c1sc2nc(N3CCOCC3)c3c(c2c1N)CC(C)(C)N(C)C3	0%	9.9%	-4%	-0.3%	10%	0.4%	18%	10%	-2%
24	O=C(CN1CCCC1)NCc1ccccc1	-9%	9.4%	6%	-0.1%	7%	-0.9%	13%	-5%	12%
25	COc1cc(/C=C2/C(=O)N=C(N)N2C)cc(OC)c1OC	26%	-2.5%	6%	35%	5%	-3.0%	-3%	11%	1%
26	Cc1nc(NC(=O)c2ccccc2)sc1-c1csc(NCCc2ccccc2)n1	24%	1.6%	6%	-0.1%	-13%	-0.3%	-2%	13%	8%
27	Cc1cc(C)c(OCC(=O)Nc2ccc(S(=O)(=O)N3CCOCC3)cc2)c(C)c1	-25%	-1.2%	14%	0.0%	11%	-0.4%	2%	23%	8%
28	CC(C)Cn1c(O)c2ccc(C(=O)N=NC(=O)c3cccnc3)cc2c1O	-19%	-1.5%	16%	0.1%	6%	0.8%	22%	12%	6%
29	COc1ccc2c(c1OC)C(=O)N1C2SC(C)(C)[C@H]1C(=O)NC1CC1 (stereo partly drawn)	-8%	-4.2%	-7%	1.6%	10%	-0.1%	-18%[20 µM]	9%	-3%
30	COc1ccc(NC(=O)Cn2nnc(C(=O)Nc3ccc(F)c(Cl)c3)c2N)cc1	-4%	4.8%	-9%	-0.2%	5%	-0.5%	-13%	-3%	-25%

# Limited to GPR55 activation and KOR beta-arrestin-2, for 2 of the compounds above:
cpd | mol | GPR55 activation | KOR beta-arrestin-2
16 | CCOC(=O)c1cc(-c2cccc([N+](=O)[O-])c2)nc2[nH]c(=O)[nH]c(=O)c12 | 0.1% | -31%
17 | O=C(NC(=S)NCCN1CCOCC1)c1ccccc1Cl | 0.2% | 10%

# (more compounds)
no.	Structure	NOD1 inhibition	KOR beta-arrestin-1	GPR55 LPI antagonism	GPR55 activation	NOD2 inhibition	HIV fusion peptide	KOR beta-arrestin-2	SV40 large T antigen	Rac1 GTP hydrolysis
31	COc1ccc(/C=C(/NC(=O)c2cccc([N+](=O)[O-])c2)C(=O)O)cc1OC	-2%	-0.5%	7%	-0.1%	4%	-2.8%	-33%[20 µM]	10%	4%
32	C=CCNC(=O)/C(C#N)=C/c1cn(-c2ccccc2)nc1-c1cccs1	-50%	4.3%	8%	-0.1%	-1%	0.3%	-9%	9%	7%
33	COc1ccc(NC(=O)CN2CCN(S(=O)(=O)c3ccc(Cl)cc3)CC2)cc1Cl	20%	0.4%	8%	0.0%	3%	4.6%	-1%	-3%	7%
34	CCOc1ccc(C(=S)NC2CCCCC2)cc1OCC	-26%	-1.6%	-1%	-0.1%	8%	1.6%	8%	1%	18%
35	CC(=O)Nc1ccc(S(=O)(=O)N2CCN3CCCC3C2)cc1 (stereo not drawn)	-30%	-0.6%	3%	-0.1%	12%	2.8%	-9%	6%	-5%
36	O=C(CSc1ccc2ccccc2n1)c1ccccc1	-9%	3.0%	1%	0.3%	-60%	0.2%	-7%	9%	-8%
37	CC1(C)Cc2c(sc(/N=C/N3CCCC3)c2C#N)C(C)(C)N1	-15%	-8.5%	-6%	0.1%	14%	2.7%	-13%	3%	2%
38	O=C(NCCCn1ccnc1)c1ccc(Br)cc1	-13%	-3.5%	-13%	0.5%	-4%	0.2%	7%	0%	8%
39	COc1ccc(CCNC(=O)[C@@H](NC(=O)N2CCn3c2nc2ccccc23)C(C)C)cc1OC	25%	·	-30%	-0.1%	18%	0.9%	·	7%	-8%
40	CCCCc1cc(=O)oc2cc(C)cc(OCC(=O)NCc3ccncc3)c12	11%	2.1%	-6%	-0.2%	26%	-2.1%	-2%	11%	-2%
41	COc1ccc2[nH]c(=O)c(CN(Cc3cccs3)S(=O)(=O)c3cccc4nsnc34)cc2c1	·	0.1%	-2%	-0.1%	31%	-2.1%	-18%	5%	-1%
42	O=S(=O)(Nc1nc2c(s1)CCCC2)c1ccc2ccccc2c1	32%	1.5%	-1%	-0.1%	27%	3.6%	-22%	22%	8%
43	Cc1ccc(-c2cc(C(F)(F)F)n3nc(C(=O)N4CCN5CCCC5C4)cc3n2)cc1 (stereo not drawn)	4%	5.8%	-1%	-0.2%	4%	0.4%	-75%	5%	8%
44	CCn1cc([N+](=O)[O-])c(C(=O)N2N=C(c3cccc4ccccc34)CC2c2ccccc2O)n1 (stereo not drawn)	-12%	-0.2%	11%	1.1%	4%	1.5%	-36%	4%	11%
45	CCCN1CCN(CCCNC(=O)c2ccc3nc(N4CCCCC4)sc3c2)CC1	-4%	·	-5%	0.3%	-41%	1.1%	-24%[20 µM]	·	13%
46	COc1ccc(C(C(=O)NC2CCCC2)N(Cc2cccs2)C(=O)c2ccn[nH]2)cc1OC (stereo not drawn)	-32%	4.3%	-2%	-0.1%	6%	-0.1%	4%	5%	3%
47	COCCn1cnc2c(c1=O)c1nc3ccccc3nc1n2/N=C/c1cccc(OC)c1	6%	·	-4%	0.3%	-4%	-4.2%	12%	18%	12%
48	CC1(C)C(C=C(Cl)Cl)C1C(=O)Nc1ccc(S(=O)(=O)Nc2ncccn2)cc1 (stereo not drawn)	16%	-1.7%	-3%	0.0%	5%	6.2%	-15%	7%	0%
49	CCc1ccc(CNC(=O)c2cc3c(C)nc4ccccc4c3o2)cc1	42%	4.6%	-11%	-0.3%	45%	-0.3%	-27%	1%	-1%
50	COc1ccccc1N1C(=O)CC(Sc2nc(C)cc(C)n2)C1=O (stereo not drawn)	·	-0.4%	8%	-0.4%	4%	0.0%	-9%	6%	-2%
51	Cc1sc(/N=C/c2c(O)ccc3ccccc23)c(C#N)c1C	-10%	-3.6%	10%	-0.1%	11%	-2.8%	21%	5%	·
52	Cc1nn(Cc2ccc(Cl)cc2Cl)c(Cl)c1/C=N/NC(=O)CNc1cccc(C(F)(F)F)c1	-29%	3.2%	11%	0.3%	9%	-1.4%	33%	1%	·
53	COc1ccc2cc(C(C)=O)c(=O)oc2c1	-3%	-4.8%	15%	-0.2%	5%	-0.4%	·	11%	0%
54	COC(=O)c1cccc(NC(=O)CSc2nnnn2C)c1	-1%	-0.1%	3%	-0.2%	1%	-1.1%	12%	-1%	7%
55	CC(=O)Nc1nc2nc(-c3ccccc3)cc(-c3ccccc3)n2n1	-58%	27%	9%	0.8%	-5%	-2.2%	-14%	3%	4%
56	CCN1C(=O)/C(=C\c2ccc3c(c2)OCO3)C(C(=O)OC)=C1C	·	2.8%	5%	-0.1%	9%	3.4%	-15%	10%	10%
57	Cc1cc(Cl)ccc1NC(=S)NCC(C)C	-18%	8.8%	7%	0.2%	7%	-2.9%	·	-20%	9%
58	Cc1cnc2cc(Cl)ccc2c1SCC(=O)O	0%	3.5%	12%	0.3%	19%	1.3%	16%	6%	6%
59	Cc1ccccc1C(=O)N1N=C(c2ccc(NS(C)(=O)=O)cc2)CC1c1cccs1 (stereo not drawn)	15%	-23%	4%	0.4%	-3%	-0.4%	46%	2%	8%
